TDP1 block: inhibitors of human tyrosyl-DNA phosphodiesterase TDP1; recombinant TDP1, AlphaScreen DNA substrate cleavage; Potency, µM (titrated, usually from 130 µM), inactives show top-dose activity change, negative = inhibition, actives largely listed as inhibitors; 0.28% of 350,000 active; note: nearly all actives have a fitted effect of over 40% in size
Target sequence (Q9NUW8 whole entry, looked up): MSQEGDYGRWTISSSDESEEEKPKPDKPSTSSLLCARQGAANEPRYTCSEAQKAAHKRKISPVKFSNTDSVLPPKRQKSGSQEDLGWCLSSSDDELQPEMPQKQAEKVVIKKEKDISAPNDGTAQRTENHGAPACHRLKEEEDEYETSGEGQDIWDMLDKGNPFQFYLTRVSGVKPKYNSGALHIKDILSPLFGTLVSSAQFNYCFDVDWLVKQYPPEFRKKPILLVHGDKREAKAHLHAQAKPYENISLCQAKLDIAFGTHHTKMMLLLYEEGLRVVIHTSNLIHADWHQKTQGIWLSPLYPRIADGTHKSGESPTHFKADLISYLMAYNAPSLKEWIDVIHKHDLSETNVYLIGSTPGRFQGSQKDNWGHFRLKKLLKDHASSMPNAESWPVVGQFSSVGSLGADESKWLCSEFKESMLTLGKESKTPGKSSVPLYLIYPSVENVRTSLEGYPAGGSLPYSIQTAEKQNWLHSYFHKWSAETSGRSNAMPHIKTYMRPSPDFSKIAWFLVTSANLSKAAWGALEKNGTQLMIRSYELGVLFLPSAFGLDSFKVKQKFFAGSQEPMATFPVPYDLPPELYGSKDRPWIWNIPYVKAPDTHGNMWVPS
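AlphaScreen read-out: signal falls as enzyme removes the 3' tyrosine-FITC from a 5'-biotinylated DNA oligo (15 nM, 5 min, RT). Enzyme was E. coli-made recombinant Tdp1 at 1 nM, exposed to compound for 15 min beforehand; beads 10 ug/ml, 10 min.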
N370S GC mod: inhibits or activates N370S mutant glucocerebrosidase. Potency, µM (doses to about 59.4 µM), for inactives: top-dose activity change, negative = inhibition, most hits filed as inhibitors. N370S GC spleen homogenate, 4MU-glucoside fluorescence. P04062. 0.092% of 330,000 active;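 note: 0% = full enzyme activity and -100% = no enzyme basal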
DT40 TDP1 no CPT: qHTS for Inhibitors of human tyrosyl-DNA phosphodiesterase 1 (TDP1): qHTS in cells in absence of CPT; Potency, µM (top dose mostly 46.2 µM), for the others: top-dose activity change, negative = growth inhibition, most hits filed as inhibitors; 15% of 420,000 active; AID 686978, 2013; DT40 Tdp1-/- hTDP1 cells, no CPT, ATP luminescence, 48 h; note: nearly all actives have a fitted effect of over 55% in size
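Chicken DT40 Tdp1-/- cells stably complemented with human TDP1 were seeded at 400 cells/well with DMSO in place of 20 nM camptothecin. After compound pinning, cells grew at least 48 hr at 37 °C; viability read by CellTiter-Glo luminescence.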
Active calls of the source: *; ? = inconclusive; nt = no result given; & = joins results of further samples; [ ] = another dose, or the depositor's remark. Calls come from the whole dose curve; as a rule, active = well fitted curve in the direction sought with a large enough effect; inconclusive = small, poorly fitted or top-dose-only effect, or another doubt; inactive = no such curve, though single readings can be large; an effect the other way counts as inactive or inconclusive. Unless noted, % is set by controls: 0 for no effect and ±100 for the full control effect; potency is the fitted concentration of half-maximal effect. Only part of the results is shown; rates above refer to the full screens.

SMILES | TDP1 block | N370S GC mod | DT40 TDP1 no CPT
Cc1ccc(CNC(=O)c2ccc(N3CCCC3)c(NC(=O)Nc3ccc(C)cc3)c2)cc1 | -1% | nt | 23µM*
N/C(=N\c1nc2ccccc2o1)NC(=O)c1ccc(Cl)cc1 | -6% | 2% | -5%
CCOc1ccc(-c2nc(C(N)=O)c3c(n2)n(-c2ccc4c(c2)OCO4)c(=O)n3CC)cc1 | 6% | nt | -17%
COCCC1CCCCN1C(=O)c1cccc(OC2CCN(C3CCCC3)CC2)c1 (stereo not drawn) | 1% | -7% | -28%
Cc1ccc(N/C(N)=N/c2nc(C(F)(F)F)cc(C(F)(F)F)n2)cc1 | 0% | -12% | 6%
CCN(CC)CCNC(=O)c1cc2cc3ccc(OC)cc3nc2o1 | nt | ? | -3%
O=C(CN1CCCCC1)NC(=O)NC1CCCC1 | -3% | -5% | 2%
CC(=O)Nc1ccc(C(=O)CSc2nnc(Cc3ccccc3)o2)cc1 | 4% | 2% | -12%
Cc1ccc(SCCC(=O)N/N=C/c2cccnc2)cc1 | 3% | 10% | -23%
COc1ccc(Cl)cc1S(=O)(=O)N1CCC(C(=O)N2CCOCC2)CC1 | 0% | -16% | 2%
COC(=O)c1c(NC(=O)CSc2nc3ccccc3c(=O)n2-c2ccccc2)sc(C)c1C | 4% | ? | ?
NC(=O)CSc1nc2c(c(=O)n1-c1ccccc1)C1(CCCCC1)Cc1ccccc1-2 | 5% | 29% | ?
Cc1cc(S(=O)(=O)Nc2ccc(C(=O)N3CC(C)OC(C)C3)cc2)ccc1F (stereo not drawn) | nt | -17% | -25%
C=CC(c1ccccc1)C(C(=O)c1ccccc1)N(C)C (stereo not drawn) | 0% | 9% | -30%
COC(=O)Cc1c(C)c2cc(Cl)c(OC(=O)c3ccco3)cc2oc1=O | 2% | ? | -6%
CCCn1c(=N)c(S(=O)(=O)c2ccc(F)cc2)cc2c(=O)n3cccc(C)c3nc21 | 5% | -3% | -28%
COc1ccc(-c2noc(CN(C(=O)c3cccs3)C(C)C)n2)cc1 | -5% | -1% | -25%
O=C(c1ccc(Cl)cc1)C1CCCN(Cc2cnn(-c3ccccc3)c2)C1 (stereo not drawn) | nt | -13% | ?
O=c1cc(-c2ccc(F)cc2)[nH][nH]1 | 4% | -5% | -16%
CCC(C(=O)OCC(=O)NC1CCS(=O)(=O)C1)c1ccccc1 (stereo not drawn) | nt | -1% | -16%
CC(O)c1nc2c(c(=O)n(C)c(=O)n2C)n1C (stereo not drawn) | 5% | 5% | 1%
COc1ccc(C(=O)Nc2nc3ccccc3[nH]2)cc1 | 9% | -15% | 23µM*
COc1ccc(CC(=O)Nc2nc(-c3ccc(OC)c(OC)c3)cs2)cc1OC | 11% | -3% | 21µM*
COc1cccc(Cn2c(-c3nonc3NC(C)=O)nc3ccccc32)c1 | 5% | nt | 13µM*
Cc1ccc2nc(-c3ccncc3)[nH]c2c1 | 1% | -1% | -20%

Limited to N370S GC mod, for two of the compounds above:
smiles,N370S GC mod
COCCC1CCCCN1C(=O)c1cccc(OC2CCN(C3CCCC3)CC2)c1 (stereo not drawn),-7%
C=CC(c1ccccc1)C(C(=O)c1ccccc1)N(C)C (stereo not drawn),9%

Further entries:
SMILES | TDP1 block | N370S GC mod | DT40 TDP1 no CPT
CCCOc1ccc(Oc2nc(NC)nc(N3CCOCC3)n2)nn1 | 5% | nt | -10%
CC(=O)c1ccc(NC(=O)CCC(=O)OCC(F)(F)C(F)F)cc1 | 0% | -3% | 1%
CC(C)(C)N1C(=O)[C@@H]2[C@H]3C(=CC[C@H]2C1=O)C(=O)[C@H]1O[C@H]1[C@H]3O | -3%[21 µM] | -5%[12.8 µM] | nt
CC(=O)N=c1c(C#N)cc2c(=O)n3ccccc3nc2n1CCCOC(C)C | 4% | ? | ?
O=c1[nH]c(-c2cccnc2)nc2sc(-c3ccccc3)cc12 | 8% | 26% | 0.52µM*
Cc1cc(N2CCCC2=O)ccc1S(=O)(=O)NC1CCCCC1 | -3% | -7% | 21µM*
COc1ccc(OC)c(CNC(=O)C2CCCN(S(=O)(=O)N3CCC(C)CC3)C2)c1 (stereo not drawn) | 2% | -10% | ?
COc1cccc(C2c3c(-c4ccccc4O)n[nH]c3C(=O)N2CCc2ccc(OC)c(OC)c2)c1 (stereo not drawn) | 9% | nt | 18µM*
COc1ccc(C(=O)OCC(=O)NC(=O)NCc2ccccc2)cc1[N+](=O)[O-] | -1% | nt | 6%
CCOc1ccc2nc(N(Cc3cccnc3)C(C)=O)sc2c1 | 5% | nt | -6%
Cc1c(C(c2ccc(O)cc2)c2c(C)n(C)n(-c3ccccc3)c2=O)c(=O)n(-c2ccccc2)n1C | 2% | -2% | 0%
CCOc1ccc(NC(=O)CN(C)C(=O)c2ccc(OCc3ccccc3)c(OC)c2)cc1OCC | 1% | -6% | -13%
Cc1ccc2c(=O)cc(C(=O)N(Cc3ccc(C(C)(C)C)cc3)C3CCS(=O)(=O)C3)oc2c1 (stereo not drawn) | 7% | nt | ?
CC(NC(=O)c1ccco1)C1CCCO1 (stereo not drawn) | 7% | -19% | 2%
O=C(C1=C[C@H](c2coc3ccccc3c2=O)C[C@H](OCc2ccc(CO)cc2)O1)N1CCN(Cc2ccccc2)CC1 | 6% | -2% | 18µM*
CC(=O)N1CCN(C(=O)c2ccc3c(c2)OCCO3)CC1 | 5%[56.1 µM] | 0% | 10%
O=C(COc1ccc(Cl)cc1)NNC(=O)c1cccnc1 | -5% | 5% | 4%
Cc1ccccc1NC(=O)Cn1cnc2c(oc3nc4c(cc32)COC(C)(C)C4)c1=O | 6% | 8% | -15%
CC(C)OCCCNC(=O)Cc1ccc(NC(=O)N2CCCCc3ccccc32)cc1 | 6% | nt | ?
COc1cc(/C=N/NC(=O)Cc2c[nH]c3ccccc23)cc(OC)c1OC | 0% | -9% | -8%
NS(=O)(=O)c1ccc(CCNC(=O)c2cc3ccccc3oc2=O)cc1 | nt | -16% | -3%
COC(=O)c1c(NC(=O)C(C)C)sc2c1CCN(Cc1ccccc1)C2 | nt | -13% | ?
O=C(CSc1ccccc1C(=O)O)Nc1cccc(C(=O)O)c1 | 1% | 3% | 3%
Cc1cccc(-c2nnc(SCCOc3ccc4c(C)cc(=O)oc4c3)o2)c1 | 6% | 12% | ?
CC(C)c1nc2sc3c(=O)n(N)cnc3c2c2c1COC(C)(C)C2 | 2% | 7% | ?

The list goes on (two carried over from the part before).
SMILES | TDP1 block | N370S GC mod | DT40 TDP1 no CPT
Cc1cccc(-c2nnc(SCCOc3ccc4c(C)cc(=O)oc4c3)o2)c1 | 6% | 12% | ?
CC(C)c1nc2sc3c(=O)n(N)cnc3c2c2c1COC(C)(C)C2 | 2% | 7% | ?
O=S(=O)(c1ccc(F)cc1)N1CCN(c2ncccn2)CC1 | -2% | -6% | 12%
Cc1ccc(C2=NS(=O)(=O)N(C)C(C(=O)NC3CCCC3)=C2)cc1 | nt | -3% | ?
Cc1nc(SCC(=O)NC(=O)NCc2ccco2)nc(C)c1C | -6% | 3% | 8%
O=c1[nH]cnc2c1c(-c1ccccc1)cn2-c1ccccc1 | 2% | -9% | ?
CCC1(C(=O)c2ccccc2)C2c3cc(Br)ccc3OC(=O)C21C(=O)N1CCOCC1 (stereo not drawn) | 4% | 1% | 4%
O=C(NCC(c1ccco1)N1CCCC1)c1ccccc1Sc1ccc(C(F)(F)F)cc1[N+](=O)[O-] (stereo not drawn) | 5% | -23% | ?
COc1ccc2nc(/C=N/NC(=O)[C@H](CCSC)NC(=O)OC(C)(C)C)ccc2c1 | 0% | 10% | 3%
CC(C)CCNC(=O)c1ccc2c(c1)ncn2C1CCCCC1 | 3% | 10% | -19%
COc1ccc(-c2nnc3ccc(SCC(=O)Nc4cc(C)on4)nn23)cc1OC | 2% | -2% | 2%
Cc1nnc2n(-c3ccccc3)c(=O)c3c4c(sc3n12)COC(C)(C)C4 | 3% | 3% | ?
Cc1ccc(S(=O)(=O)NCCc2csc(-c3cccc(F)c3)n2)cc1 | 7% | nt | 15µM*
CCCCOc1ccc(NC(=O)C(=O)NCCC2=CCCCC2)cc1 | 5% | 2% | -15%
CCOC(=O)c1ccc(CN(Cc2ccc(F)cc2)S(=O)(=O)c2ccc(F)c(C(=O)Nc3cc(Cl)ccc3OC)c2)cc1 | 8% | nt | -2%
O=C(NNc1nc(-c2ccccc2)cs1)c1ccco1 | 8% | 0% | 16µM*
CCOC(=O)C1CCCN(CC(O)COC(c2ccccc2)c2ccccc2)C1 (stereo not drawn) | 17% | -14% | ?
CCN(CC)S(=O)(=O)c1ccc(C(=O)NNC(=O)c2cccs2)cc1 | 2% | -4% | 9%
CCOc1ccc(C(=O)n2cc(C(=O)OC)c3ccccc32)cc1OCC | nt | 0% | ?
O=C(CCSCc1cccc(Cl)c1)NC1CCCC1 | 3% | 3% | -28%
O=C(CCc1nc2ccccc2s1)c1ccccc1 | -3% | 4% | 9%
Oc1cc(O)c2c(c1)O[C@H](c1ccc(O)c(O)c1)[C@@H](O)C2 | -6% | -1%&-21%&-1% | -8%&-7%
COC(=O)CSc1nnc(CNC(=O)c2ccccc2F)n1-c1ccccc1 | 1% | -11% | -20%
O=C(NCc1ccco1)/C(=C/c1cccc([N+](=O)[O-])c1)NC(=O)c1ccco1 | 1% | 1% | -7%
COc1ccc(NC(=O)c2oc3ccccc3c2NC(=O)c2cc3ccccc3o2)c(OC)c1 | 4% | nt | -19%
COc1ccc(N/N=C/c2c(C(=O)O)ccc3ccccc23)cc1 | 0% | 0% | 3.3µM*
Cc1ccc(CN2CCN(Cc3cccn3-c3ccccn3)CC2CCO)o1 (stereo not drawn) | nt | 1% | -22%
Later entries:
SMILES | TDP1 block | N370S GC mod | DT40 TDP1 no CPT
COc1ccc(OC)c(C2CC(=O)N3CN(c4cccc(Cl)c4)CSC3=C2C#N)c1 (stereo not drawn) | 9% | -4% | -3%
CNC(=O)CN(c1ccc2c(c1)OCCO2)S(C)(=O)=O | 5% | -17% | 2%
Cc1cccc(N2CCN(C(=O)c3ccncc3)CC2)c1C | 1% | -2% | 21µM*
O=C(NCc1ccco1)C1CCCN(S(=O)(=O)c2ccc(-n3cnnn3)cc2)C1 (stereo not drawn) | -1% | -3% | -4%
Cc1ccc(Cn2c(C(=O)O)c(CNCCc3cccs3)c3ccc(C)cc32)cc1 | 3% | nt | -21%
Cc1ccc(Cl)cc1N1CCN(C(=O)c2ccc3c(c2)N(Cc2ccccc2)CCS3)CC1 | 1% | nt | 23µM*
Cc1ccc(NC(=O)Cn2cnc3c2c(=O)n(C)c(=O)n3C)cc1C | 0% | nt | -24%
COc1ccc(NC(=O)CN(C)C(=O)c2cc3c(cc2Cl)N2CCCCCC2=NS3(=O)=O)cc1 | nt | -9% | -1%
CCOc1cc(-c2nnc(SCC(=O)NC3CCCC3)nc2-c2ccc(OC)c(OCC)c2)ccc1OC | 6% | nt | ?
CCOC(=O)c1ccc(C(=O)NNC(=O)C2C3C=CC(C3)C2C(=O)O)cc1 (stereo not drawn) | 1% | 1% | 16%
COc1ccccc1C(=O)NC(CCSC)C(=O)OCC(=O)N1CCCC1=O (stereo not drawn) | 1% | nt | -13%
CCOC(=O)c1ccc(NC(=O)C(Cc2ccccc2)N2Cc3ccccc3C2=O)cc1 (stereo not drawn) | 1% | nt | ?

Structures above containing a Cl atom, in the order listed:
SMILES | TDP1 block | N370S GC mod | DT40 TDP1 no CPT
N/C(=N\c1nc2ccccc2o1)NC(=O)c1ccc(Cl)cc1 | -6% | 2% | -5%
COc1ccc(Cl)cc1S(=O)(=O)N1CCC(C(=O)N2CCOCC2)CC1 | 0% | -16% | 2%
COC(=O)Cc1c(C)c2cc(Cl)c(OC(=O)c3ccco3)cc2oc1=O | 2% | ? | -6%
O=C(c1ccc(Cl)cc1)C1CCCN(Cc2cnn(-c3ccccc3)c2)C1 (stereo not drawn) | nt | -13% | ?
O=C(COc1ccc(Cl)cc1)NNC(=O)c1cccnc1 | -5% | 5% | 4%
CCOC(=O)c1ccc(CN(Cc2ccc(F)cc2)S(=O)(=O)c2ccc(F)c(C(=O)Nc3cc(Cl)ccc3OC)c2)cc1 | 8% | nt | -2%
O=C(CCSCc1cccc(Cl)c1)NC1CCCC1 | 3% | 3% | -28%
COc1ccc(OC)c(C2CC(=O)N3CN(c4cccc(Cl)c4)CSC3=C2C#N)c1 (stereo not drawn) | 9% | -4% | -3%
Cc1ccc(Cl)cc1N1CCN(C(=O)c2ccc3c(c2)N(Cc2ccccc2)CCS3)CC1 | 1% | nt | 23µM*
COc1ccc(NC(=O)CN(C)C(=O)c2cc3c(cc2Cl)N2CCCCCC2=NS3(=O)=O)cc1 | nt | -9% | -1%
